TDP1 cell CPT: qHTS for Inhibitors of human tyrosyl-DNA phosphodiesterase 1 (TDP1): qHTS in cells in presence of CPT. chicken DT40 Tdp1-/-;hTDP1 cells + 20 nM CPT, ATP luminescence, 48 h. hit rate 12% among 420,000. Potency, µM (titrated, usually from 46.2 µM), for the others: at the highest dose activity change, negative = growth inhibition, usual class: inhibitors; active = well fitted inhibition curve with a large enough effect; inconclusive = small, poorly fitted or top-dose-only effect; note: nearly all actives have a fitted effect of over 55% in size
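Chicken DT40 Tdp1-/- cells stably complemented with human TDP1 were seeded at 400 cells/well in medium containing 20 nM camptothecin, exposed to pin-transferred compounds, and grown at 37 °C for at least 48 hr. Viability was read as ATP luminescence.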
Starred values were filed as active, the others as inactive; [ ] = another dose, or the depositor's remark. % is set by controls: 0 for no effect and ±100 for the full control effect; potency is the fitted concentration of half-maximal effect. Some of the compounds tested; rates above refer to the full screens.

For COC(=O)[C@]12CCCCC=C1N(CCC1=CCCCC1)C(=O)[C@H](CC(=O)NCc1cccc3ccccc13)C2 the results were TDP1 cell CPT inconclusive.
`Clc1cccc(-c2nc3c4ccccc4ccn3c2Cc2ccccc2)c1` gave TDP1 cell CPT inconclusive.
`O=C(NCc1ccccc1)c1cc(C2CCCCN2C(=O)c2ccc3c(c2)CCO3)on1` (centres undefined) gave TDP1 cell CPT inconclusive.
Screening C[C@@H]1CCCCO[C@H](CN(C)C(=O)Cc2ccccc2)[C@H](C)CN([C@@H](C)CO)C(=O)c2cc(NC(=O)Nc3ccc(F)cc3)ccc2O1 returned TDP1 cell CPT 23µM*.
COC(=O)[C@]12CCCCC=C1N(Cc1cccc3ccccc13)C(=O)[C@H](CC(=O)NCCCN1CCCC1=O)C2 was read as TDP1 cell CPT inconclusive.
O=S1(=O)CC(N2CCSCC2)CN1Cc1cn(Cc2ccc(C(F)(F)F)cc2)nn1 (centres undefined) was read as TDP1 cell CPT -1%.
`C[C@H]1NS(=O)(=O)c2cc(Cl)ccc2O[C@@H]1c1ccccc1` gave TDP1 cell CPT -17%.
For CC1=C(C(=O)N(C(C)C)C(C)C)CC(CC(=O)NCC2CCCCC2)C(=O)N1Cc1ccccc1 (centres undefined) the results were TDP1 cell CPT inconclusive.
CCCNC(=O)C1(C)CCCN(Cc2ccc(C(=O)OCC)o2)C1 (centres undefined) was read as TDP1 cell CPT inconclusive.
`CCOC(=O)[C@]12CCCC=C1N(Cc1ccc(Cl)cc1Cl)C(=O)[C@H](CC(=O)N1CCOCC1)C2` gave TDP1 cell CPT inconclusive.
Screening CCCCN(C(=O)COc1ccc(F)cc1)c1c(N)n(CC(C)C)c(=O)[nH]c1=O returned TDP1 cell CPT -3%.
For Cc1ccc(NC(=O)C2(C)CCN2C(=O)Cc2ccccc2)cc1C (centres undefined) the results were TDP1 cell CPT inconclusive.
`O=[N+]([O-])c1ccc(CN2CC(N3CCN(CC4CC4)CC3)CS2(=O)=O)cc1` (centres undefined) gave TDP1 cell CPT -24%.
CNc1nc(Nc2ccc(C)cc2C)c2sccc2n1 was read as TDP1 cell CPT 13µM*.
For C[C@H]1CN([C@@H](C)CO)C(=O)CCCn2cc(nn2)CO[C@@H]1CN(C)S(=O)(=O)c1cccs1 the results were TDP1 cell CPT -16%.
Cn1c(=O)c2c(-c3ccccc3)n(-c3cc(Cl)c([N+](=O)[O-])cc3O)cc2n(C)c1=O was read as TDP1 cell CPT inconclusive.
Screening O=C1O[C@@H](c2ccccc2)C[C@@H](O)[C@H](O)CCCCc2ccccc21 returned TDP1 cell CPT -62%.
`C[C@@H]1COc2cccc(N3CCC[C@@H]3CO)c2S(=O)(=O)N1` gave TDP1 cell CPT -11%.
Cc1ccsc1CNC(=O)C1(C)CCN1C(C)C (centres undefined) was read as TDP1 cell CPT -22%.
O=C(CCc1nc2sc3c(c2c(=O)[nH]1)CCCC3)NCCc1ccc(Cl)cc1 was read as TDP1 cell CPT -3%.

An excerpt from the list above, as a working copy:
CCCNC(=O)C1(C)CCCN(Cc2ccc(C(=O)OCC)o2)C1 (centres undefined) was read as TDP1 cell CPT inconclusive.
`CCOC(=O)[C@]12CCCC=C1N(Cc1ccc(Cl)cc1Cl)C(=O)[C@H](CC(=O)N1CCOCC1)C2` gave TDP1 cell CPT inconclusive.
Screening CCCCN(C(=O)COc1ccc(F)cc1)c1c(N)n(CC(C)C)c(=O)[nH]c1=O returned TDP1 cell CPT -3%.
For Cc1ccc(NC(=O)C2(C)CCN2C(=O)Cc2ccccc2)cc1C (centres undefined) the results were TDP1 cell CPT inconclusive.
`O=[N+]([O-])c1ccc(CN2CC(N3CCN(CC4CC4)CC3)CS2(=O)=O)cc1` (centres undefined) gave TDP1 cell CPT -24%.
CNc1nc(Nc2ccc(C)cc2C)c2sccc2n1 was read as TDP1 cell CPT 13µM*.
For C[C@H]1CN([C@@H](C)CO)C(=O)CCCn2cc(nn2)CO[C@@H]1CN(C)S(=O)(=O)c1cccs1 the results were TDP1 cell CPT -16%.
Cn1c(=O)c2c(-c3ccccc3)n(-c3cc(Cl)c([N+](=O)[O-])cc3O)cc2n(C)c1=O was read as TDP1 cell CPT inconclusive.
Screening O=C1O[C@@H](c2ccccc2)C[C@@H](O)[C@H](O)CCCCc2ccccc21 returned TDP1 cell CPT -62%.
`C[C@@H]1COc2cccc(N3CCC[C@@H]3CO)c2S(=O)(=O)N1` gave TDP1 cell CPT -11%.
Cc1ccsc1CNC(=O)C1(C)CCN1C(C)C (centres undefined) was read as TDP1 cell CPT -22%.
O=C(CCc1nc2sc3c(c2c(=O)[nH]1)CCCC3)NCCc1ccc(Cl)cc1 was read as TDP1 cell CPT -3%.

Additional compounds follow.
For COc1ccc(S(=O)(=O)NC(=O)C2(C)CCN2C(=O)CC2CCCCC2)cc1OC (centres undefined) the results were TDP1 cell CPT -1%.
Screening CC1(C(=O)Nc2cccc3c2CCCC3)CCN1C(=O)C1(c2ccc(Cl)cc2)CC1 (centres undefined) returned TDP1 cell CPT inconclusive.
COc1ccc(-c2cc3nc(C)cc(N4CCN(C(=O)c5cccnc5)CC4)n3n2)cc1 was read as TDP1 cell CPT inconclusive.
For COc1cccc(-c2cnc3c(NC=O)cc(-c4ccccc4)cn23)c1 the results were TDP1 cell CPT 5.2µM*.
For COCCNc1nc(NCc2ccc(C)cc2C)c2sccc2n1 the results were TDP1 cell CPT 15µM*.
For CNc1cncc(-c2cc(C)c(O)c(C)c2)n1 the results were TDP1 cell CPT 4.1µM*.
CC1(Oc2ccc3ccccc3c2)CCN(Cc2ccc(OC(F)(F)F)cc2)C1 (centres undefined) was read as TDP1 cell CPT -25%.
`CC(C)CNC(=O)C1(C)CCCN1Cc1ccccc1OC(F)F` (centres undefined) gave TDP1 cell CPT 21µM*.
CCCNC(=O)C1(C)CCN(C(=O)c2ccc3snnc3c2)C1 (centres undefined) was read as TDP1 cell CPT -16%.
CC(C)Cc1nnc(NS(=O)(=O)c2ccccc2)s1 was read as TDP1 cell CPT -16%.
`Cc1ccc2nc(-c3ccccc3)c(Cc3ccsc3)n2c1` gave TDP1 cell CPT 15µM*.
`O=C(NCCCN1CCOCC1)/C(=C/c1ccc(-c2cccc([N+](=O)[O-])c2)o1)NC(=O)c1ccccc1` gave TDP1 cell CPT inconclusive.
For COCc1ccc(CN2Cc3ccccc3OC(c3ccccc3OC)C2)o1 (centres undefined) the results were TDP1 cell CPT -11%[9.04 µM].
O=C(CSc1nc2ccccc2c(=O)n1-c1ccc(F)cc1F)NC1CCS(=O)(=O)C1 (centres undefined) was read as TDP1 cell CPT inconclusive.
Screening O=C1c2ccccc2C(c2nnnn2-c2ccc3c(c2)OCCO3)N1CCCN1CCOCC1 (centres undefined) returned TDP1 cell CPT 1%.
O=C(Nc1ccncc1)c1cc(-c2ccccc2)nc2ccccc12 was read as TDP1 cell CPT inconclusive.
For CC1(C(=O)NS(=O)(=O)c2cccc(OC(F)F)c2)CCN1C(=O)c1ccco1 (centres undefined) the results were TDP1 cell CPT 10%.
Screening COc1ccc(C(C)C)cc1-c1cncc(NC(C)=O)n1 returned TDP1 cell CPT -26%.
CC1(C(=O)NCCC#N)CCN1C(=O)C1(c2ccccc2)CCCC1 (centres undefined) was read as TDP1 cell CPT 4%.
For CCOC(=O)C1=C[C@@H](C(C)(C)C)N(S(=O)(=O)c2ccc(OC)cc2)[C@H]1c1ccccc1 the results were TDP1 cell CPT 18µM*.
`CSc1nnc(CNC(=O)c2cccc3ccccc23)n1-c1ccccc1C` gave TDP1 cell CPT 20%.
O=C(CSc1nnc2ccccn12)Nc1ccccc1[N+](=O)[O-] was read as TDP1 cell CPT -8%.
For CC(C)(C)c1ccccc1NC(=O)Nc1nc(C(N)Cc2ccc(F)cc2)cs1 (centres undefined) the results were TDP1 cell CPT inconclusive.
For Cc1cc(C(O)c2ncc(-c3ccc(Cl)cc3)[nH]2)ccc1F (centres undefined) the results were TDP1 cell CPT 18µM*.
CCCS(=O)(=O)NC(=O)C1(C)CCN(C(=O)Cc2ccc(F)cc2)C1 (centres undefined) was read as TDP1 cell CPT 3%.
O=C(COC(=O)CSc1ccc(F)cc1)NC1CC1 was read as TDP1 cell CPT -15%.
`CCOC(=O)c1cc(OCC)c2c(ccc3ccccc32)n1` gave TDP1 cell CPT -26%.
Screening COc1ccc(C(O)c2ncc(-c3ccc(Cl)cc3)[nH]2)cc1 (centres undefined) returned TDP1 cell CPT inconclusive.
For CCCC(C)(C)C(=O)N1CCC1(C)C(=O)NS(=O)(=O)c1ccc(Br)cc1 (centres undefined) the results were TDP1 cell CPT -30%.
O=C1OC(c2cccs2)Sc2ccccc21 (centres undefined) was read as TDP1 cell CPT -11%.
Screening CC(C)CN(C(=O)CN(C)C(=O)Cc1c(F)cccc1Cl)c1c(N)n(CC(C)C)c(=O)[nH]c1=O returned TDP1 cell CPT -5%.
Screening COc1ccc(N2CCN(CCCn3cnc4c(SC)ncnc43)CC2)cc1 returned TDP1 cell CPT inconclusive.
`CC(C)(C)NC(=O)C(c1ccc(C(F)(F)F)cc1)n1c(=O)c(-c2ccccc2)nc2ccccc21` (centres undefined) gave TDP1 cell CPT 18µM*.
`C[C@H](CO)N1C[C@H](C)[C@@H](CN(C)Cc2ccc(F)cc2)Oc2ncc(Br)cc2C1=O` gave TDP1 cell CPT -24%.
CCCCC[C@H](C)N1C[C@H](COCc2ccccc2)Oc2cc(N3CCC[C@@H]3CO)ccc2S1(=O)=O was read as TDP1 cell CPT inconclusive.
O=C(NCC(=O)N1CCC(Cc2ccccc2)CC1)c1ccccc1F was read as TDP1 cell CPT inconclusive.
CCc1nc2ccc(C(=O)NC3CCN(Cc4ccccc4)CC3)cn2c1N(C)Cc1ccc(N(C)C)cc1 was read as TDP1 cell CPT inconclusive.
Screening COc1cccc(NC(=O)C2(C)CCN2C(=O)Cc2ccc(-c3ccccc3)cc2)c1 (centres undefined) returned TDP1 cell CPT inconclusive.
For CC1(C(=O)NCc2ccccc2Br)CCN1Cc1ccc2ccccc2c1 (centres undefined) the results were TDP1 cell CPT 21µM*.
Cc1cccc(C(O)c2cnc(C)n2Cc2ccccc2)c1 (centres undefined) was read as TDP1 cell CPT inconclusive.
`C[C@@H]1CN([C@@H](C)CO)S(=O)(=O)c2ccc(Br)cc2O[C@H]1CN(C)C(=O)CN(C)C` gave TDP1 cell CPT -4%.
For CC1(C(=O)Nc2ccc3c(c2)OCCO3)CCC(=O)N1C1CC1 (centres undefined) the results were TDP1 cell CPT 2%.
Screening Nc1ccc(S(=O)(=O)Nc2nccc(/C=C/c3cccc([N+](=O)[O-])c3)n2)cc1 returned TDP1 cell CPT 4%.
Screening C[C@@H]1O[C@H](C2CC2)Cc2[nH]c(=S)[nH]c(=O)c21 returned TDP1 cell CPT -1%.
Screening CCCCCCn1c(=O)n2n(c1=O)[C@@H]1CN(S(=O)(=O)c3ccc(C)cc3)C[C@]1(O)[C@@H](OC(=O)Nc1cccs1)C2 returned TDP1 cell CPT 23µM*.
For OCCCNc1ncnc2c1ncn2[C@H]1CN(Cc2ccc(Cl)cc2)C[C@@H](CO)O1 the results were TDP1 cell CPT -29%.
`NC(c1csc(Nc2cc(NCCCO)ncn2)n1)c1ccccc1Cl` (centres undefined) gave TDP1 cell CPT inconclusive.
`Cc1ccccc1OCC(=O)OCC(=O)NC12CC3CC(CC(C3)C1)C2` gave TDP1 cell CPT -12%.
COc1ccc2c(c1)CCc1cnc(-n3ncc(C(=O)N(C)CCc4ccccn4)c3C)nc1-2 was read as TDP1 cell CPT inconclusive.
O=C(Nc1ccc(F)cc1)C(c1ccccc1OC(F)(F)F)N1CCN(C(=O)c2ccco2)CC1 (centres undefined) was read as TDP1 cell CPT inconclusive.
`O=C(NC1CCCCC1)C(C1CC1)N1CCc2ccccc2C1` (centres undefined) gave TDP1 cell CPT -1%.
c1cncc(C2SCCCS2)c1 was read as TDP1 cell CPT -10%.
For O=C(NC1CCS(=O)(=O)C1)c1cc2c(=O)n3ccccc3nc2n1Cc1ccccc1 (centres undefined) the results were TDP1 cell CPT inconclusive.
`Cc1oc(-c2cccs2)cc1C(=O)N1CCCC(C)(C(=O)O)C1` (centres undefined) gave TDP1 cell CPT 1%.
Screening C[C@@H]1CCCCO[C@H](CN(C)S(=O)(=O)c2ccccc2)[C@@H](C)CN([C@H](C)CO)C(=O)c2cc(NC(=O)Cc3ccccc3)ccc2O1 returned TDP1 cell CPT 21µM*.
CC(C)(C)C(=O)c1c(N)[nH]c(C(=O)c2ccccc2)c1-c1c(F)cccc1F was read as TDP1 cell CPT inconclusive.
`CC1(C(=O)NC2CCCCC2)CCC(=O)N1CC(F)(F)F` (centres undefined) gave TDP1 cell CPT -1%.
C[C@@H](NC(=O)c1ncn2c1C(=O)NC[C@@H]2C)c1ccccc1 was read as TDP1 cell CPT -23%.
Screening COCCNC(=O)C1(C)CCN(C(=O)c2ccc3sccc3c2)C1 (centres undefined) returned TDP1 cell CPT 0%.
`CCCNC(=O)C1(C)CCN(C(=O)c2ccc(F)cc2Cl)C1` (centres undefined) gave TDP1 cell CPT -3%.
Screening Cc1cc(Nc2ccc(F)cc2)c2ccccc2n1 returned TDP1 cell CPT inconclusive.
For Cc1cc(C)n2c(NCc3ccccc3)c(CC(C)C)nc2n1 the results were TDP1 cell CPT 15µM*.
Screening CCCC[C@@H]1Cc2[nH][nH]c(=O)c2[C@@H](c2ccc(Cl)cc2)O1 returned TDP1 cell CPT -14%.
`COc1ccc(NC(=O)c2cc(-c3cc(F)ccc3OC)n[nH]2)cc1OC` gave TDP1 cell CPT 21µM*.
Cc1c(C(=O)NCc2ccc(Cl)c(Cl)c2)sc(=O)n1Cc1ccc(C(=O)N(C)C)cc1 was read as TDP1 cell CPT 15µM*.
CCOC(=O)[C@]12CCCC=C1N(Cc1cccc3ccccc13)C(=O)[C@H](CC(=O)NCCCN1CCCC1=O)C2 was read as TDP1 cell CPT inconclusive.

Compound activity (PubChem BioAssay)
